MmCpn inh: Inhibitors of TCP-1 ring complex (TRiC) of Methanococcus maripaludis (MmCpn): qHTS | AID 504842, 2011 | Potency, µM (doses to about 76.9 µM), for the others: at the top dose activity, negative = inhibition, hits mostly inhibitors | 330,000 compounds, 0.031% hits | purified Mm-Cpn ATPase, ADP Transcreener TR-FRET; further: potency means the concentration at half of the fitted maximal effect; on the % scale 0 is the no-effect control and ±100 the full control effect; nearly all actives have a fitted effect of over 80% in size
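ATP (10 uM final) was added to archaeal chaperonin (25 nM final) after 10 min exposure to test compound at 37°C; after 30 min further incubation, ADP was detected by competitive TR-FRET.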
pAkt inh: HTS Assay for Inhibitors of Akt Phophorylation: Primary Screen; Neuro2A IGF-stimulated pAkt S473 HTRF, 20 min; active compounds read low; activity change, % for hits at 50 µM; 360,000 compounds, 0.32% hits; in the data active means activity change below about -80%; inconclusive means mostly about -51% to -80%; further: on the % scale 0 is the no-effect control and ±100 the full control effect
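Single-point screen (50 µM final compound) in Neuro2A cells stimulated 20 min with 6 nM IGF at 37 deg C. After lysis, Ser473-phosphorylated Akt read by HTRF (ex 330 nm, em 615/665 nm) as the 665/615 ratio.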
EPAC2 ag: qHTS for Agonist of cAMP-regulated guanine nucleotide exchange factor 4 (EPAC2): primary screen; EPAC2 activation, biochemical qHTS; response scale: 100% = 6.5 mM cAMP response; Potency, µM (titrated, usually from 154 µM), inactives show top-dose activation, most hits filed as activators; 360,000 compounds, 0.079% hits; AID 720711, 2013; further: potency means the concentration at half of the fitted maximal effect; nearly all actives have a fitted effect of over 50% in size
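qHTS, titration series. 100 nM EPAC2 / 250 nM Rap1B-BODIPY-GDP / 50 uM GDP; RT; ex 480/em 540 nm, 5-min reads to 30 min. Norm. to 6.5 mM cAMP = activation.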
DRD3 agonist: qHTS of D3 Dopamine Receptor Agonist: qHTS | D(3) dopamine receptor (Homo sapiens), P35462 | D3R DiscoveRx beta-arrestin cells, luminescence, 90 min | max activation, % | 410,000 compounds, 0.58% hits | AID 652048, 2013; in the data active means max activation above about 30%; further: 0% is about no effect; mostly tested at two doses, the higher about 12 µM
Target sequence (P35462 whole entry, looked up): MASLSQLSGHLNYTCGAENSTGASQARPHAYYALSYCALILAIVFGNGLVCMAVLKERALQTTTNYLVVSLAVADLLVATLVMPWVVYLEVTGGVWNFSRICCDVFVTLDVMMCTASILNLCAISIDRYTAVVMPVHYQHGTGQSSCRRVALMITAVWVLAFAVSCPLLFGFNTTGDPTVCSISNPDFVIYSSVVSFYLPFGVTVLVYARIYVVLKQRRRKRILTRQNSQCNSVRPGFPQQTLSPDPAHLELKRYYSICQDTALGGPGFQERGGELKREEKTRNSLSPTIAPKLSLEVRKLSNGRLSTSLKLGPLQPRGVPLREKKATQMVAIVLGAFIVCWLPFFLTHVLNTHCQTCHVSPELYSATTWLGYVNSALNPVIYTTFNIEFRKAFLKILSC
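Agonist-mode cell screen: cells plated at 1500/well and incubated overnight at 37 °C, then exposed to library compounds for 90 min at 37 °C. Detection reagent was added for 30–60 min at room temperature, and luminescence was read.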
PTHR1 ag: qHTS for PTHR1 Agonists: Primary Screen; Parathyroid hormone/parathyroid hormone-related peptide receptor (Homo sapiens), Q03431; HEK293 GP2 PTHR1 cells, GloSensor cAMP luminescence, 1 h; Potency, µM (doses to about 115 µM), without a hit: at the top dose activation, hits mostly activators; 410,000 compounds, 0.075% hits; AID 743266, 2014; further: potency means the concentration at half of the fitted maximal effect; nearly all actives have a fitted effect of over 55% in size; some results filed as inactive show a strong effect at the top dose; inactives centre near -15; many of its hits are not listed in these tables
Target sequence (Q03431 whole entry, looked up): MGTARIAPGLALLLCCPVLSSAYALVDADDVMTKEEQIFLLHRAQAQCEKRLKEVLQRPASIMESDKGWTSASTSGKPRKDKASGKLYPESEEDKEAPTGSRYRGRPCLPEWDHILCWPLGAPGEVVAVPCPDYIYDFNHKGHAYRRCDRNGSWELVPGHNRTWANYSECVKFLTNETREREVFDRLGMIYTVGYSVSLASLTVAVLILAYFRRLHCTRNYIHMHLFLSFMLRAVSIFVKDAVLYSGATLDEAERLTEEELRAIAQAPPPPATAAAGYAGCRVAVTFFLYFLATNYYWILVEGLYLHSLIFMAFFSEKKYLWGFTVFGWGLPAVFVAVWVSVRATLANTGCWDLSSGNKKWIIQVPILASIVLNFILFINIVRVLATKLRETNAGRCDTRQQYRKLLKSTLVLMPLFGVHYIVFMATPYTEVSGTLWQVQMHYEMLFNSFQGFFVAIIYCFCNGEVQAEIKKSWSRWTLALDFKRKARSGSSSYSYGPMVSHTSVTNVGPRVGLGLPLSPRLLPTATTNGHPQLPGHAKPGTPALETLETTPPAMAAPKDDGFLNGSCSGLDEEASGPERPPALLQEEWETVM
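HEK-293-derived GP2 cells expressing PTHR1 and a GloSensor cAMP reporter, 3,000/well, plated overnight, given luciferin plus IBMX (each 0.5 mM as added) for 1 h at 37 °C, then compound for 1 h at 37 °C. Luminescence was read after 15 min at room temperature.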
EPAC2 antagonist: qHTS for Antagonist of cAMP-regulated guanine nucleotide exchange factor 2 (EPAC2): primary screen; Rap guanine nucleotide exchange factor 4 (Homo sapiens), Q8WZA2; EPAC2 GEF exchange of Rap1B-BODIPY-GDP, fluorescence; Potency, µM (series often up to 114 µM), for inactives: top-dose activity, negative = inhibition, usual class: inhibitors; 360,000 compounds, 0.18% hits; AID 720708, 2013; further: potency means the concentration at half of the fitted maximal effect; on the % scale 0 is the no-effect control and ±100 the full control effect; nearly all actives have a fitted effect of over 45% in size; many of its hits are not listed in these tables
CCT modulator: High-Throughput Screening for Modulators of Cytosolic Chaperonin Activity. 360,000 compounds, 0.3% hits. activity change, % (concentration not given with the values), hits read low. purified chaperonin ATPase assay, HTRF ADP detection, 30 min; in the data active means activity change below about -30%; further: on the % scale 0 is the no-effect control and ±100 the full control effect
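ATPase activity: ADP formed was measured by HTRF Transcreener (665/615 nm ratio) after 30 min at 37 deg C with 10 uM ATP. Compounds screened at one 76 uM concentration against 40 or 20 nM TRiC in Tris pH 7.4/KCl/MgCl2/DTT buffer.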
DRD3 antagonist: qHTS of D3 Dopamine Receptor Antagonist: qHTS. AID 652054, 2013. max response, negative = inhibition, %. D3R cells, DiscoveRx beta-arrestin luminescence, antagonist mode; active compounds read low. 360,000 compounds, 2.5% hits. D(3) dopamine receptor (Homo sapiens), P35462; in the data active means max response below about -50%; inconclusive means no clear call, values can overlap the other calls; further: on the % scale 0 is the no-effect control and ±100 the full control effect; mostly tested at two doses, the higher about 12 µM
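Cells expressing the human receptor were seeded at 1500 cells/well, incubated overnight at 37 degrees C in 5% CO2, then exposed to library compounds with dopamine controls for 90 minutes at 37 degrees C before luminescent detection.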
Numbers without * were called inactive; i = inactive; ? = inconclusive; / = not tested or not shown; & = joins results of further samples; [ ] = remark or other dose. Unless noted, the call rests on the fitted dose curve; in most records, active means well fitted curve in the direction sought with a large enough effect; inconclusive means small, poorly fitted or top-dose-only effect, or another doubt; inactive means no such curve, though single readings can be large; an effect the other way counts as inactive or inconclusive. The list is partial; rates above refer to the full screens.

Compound	MmCpn inh	pAkt inh	EPAC2 ag	DRD3 agonist	PTHR1 ag	EPAC2 antagonist	CCT modulator	DRD3 antagonist
COc1ccc(CCNC(=O)C2CC(c3ccccc3F)=NO2)cc1 (centres undefined)	2%	i	10%	4	i	-7%	-0.5	?
O=C(c1ccco1)N1N=C(c2ccccc2)CC1c1ccc2nccnc2c1 (centres undefined)	3%	i	2%	1	-25%	-8%	-4.2	4
Cc1cc(=O)n2nc(N3CCCC3C(=O)NCCCN3CC(C)CC(C)C3)sc2n1 (centres undefined)	1%	i	6%	-17	-2%[57.5 µM]	0%	-29	-23
CN(CC(=O)NCc1ccco1)CC(=O)Nc1cc(S(C)(=O)=O)ccc1Cl	0%	i	5%	-7	i	10%	2.1	4
CCCOc1ccc(C(=O)CCN2CCCCC2)cc1	0%	/	-83%[inhibitor][15.6 µM]	-25	i	8%	-1.9	?
CN1/C(=C\C=N\NC(=O)c2ccccc2Br)C(C)(C)c2ccccc21	0%	i	5%	4	-3%	4%	1.2	14
CCNC(=O)CC1C(=O)N(c2cccc(OC)c2)C(=O)N1CCOC (centres undefined)	1%	i	2%	-9	?	8%	1.8	0
CC(C)(C)c1ccc(-n2ncc3c2CCCC3NC(=O)C2(C(N)=O)CC2)cc1 (centres undefined)	4%	i	-7%	3	-16%	3%	-4.0	31
O=C(Nc1ccccc1-c1ccccc1)C12CC3CC(CC(C3)C1)C2	-3%	i	2%	-7	-3%[57.5 µM]	-6%	0.8	-3
Cc1cccc(-n2nnnc2SCC(=O)N(CC(C)C)c2c(N)n(CC(C)C)c(=O)[nH]c2=O)c1	-1%	i	-16%	-11	-20%	28%	-13	-8
COCCNC(=O)C1(C)CCCN(Cc2cc(-c3ccccc3)on2)C1 (centres undefined)	/	i	-2%	3	-24%	-7%	1.0	5
Cc1cccc(C(=O)NCC(=O)N(C)Cc2nc3ccccc3c(=O)[nH]2)c1	0%	i	8%	5	-33%[inhibitor]	3%	0.1	3
O=C(NCCc1ccccc1)c1ccc(-c2cccnc2)c2ccoc12	/	i	17%	-5	-29%	-4%	-1.3	-16
COC(=O)c1ccc(NC(=O)CCn2cccc2)cc1	2%	i	?	-8	-8%[57.5 µM]	9%[57.1 µM]	-3.5	45
CC(C)c1nnc(SCC(=O)N2CCN(C(=O)c3ccco3)CC2)n1N	1%	i	9%	-3	i	1%	-0.7	5
CCOC(=O)C1(C)CCCN(C(=O)c2ccc3c(c2)CCO3)C1 (centres undefined)	/	i	-2%	7	i	18%	-1.9	18
CC(CCc1ccccc1)NC(=O)C(=O)N1CCOCC1 (centres undefined)	3%	i	10%	7	i	11%	-0.9	17
COC(=O)c1c(C)nc2ccccc2c1-c1ccccc1	1%	i	0%	-9	i	14%	0.2	-20
CCCC1CCC(=NNC(=O)CNc2ccc(OC)cc2)CC1 (centres undefined)	-1%	i	13%	-2	-8%	-11%	-2.3	-19
CC(C)C(=O)Nc1ccc(NC(=O)c2cccc3c(Br)cccc23)cc1	3%	i	-5%	-3	i	-9%	-1.0	5
CCOC(=O)N1CCC(NC(=O)C2CCCN2C(=O)OCc2ccccc2)CC1 (centres undefined)	1%	i	12%	-3	i	4%	0.7	0
Cc1ccc(NC(=O)/C(=C/c2cccc(Br)c2)NC(=O)c2ccco2)cc1	-1%	i	-2%	-5	i	-2%	0.3	-2
CCC(C)NC(=O)COC(=O)c1oc2ccccc2c1CSc1ccc(Cl)cc1 (centres undefined)	1%	i	6%	-2	i	?	1.7	9
COc1ccc(NC(=O)CCNC(=O)Cn2cnc3ccccc3c2=O)cc1OC	?	i	7%	4	9%	-1%	-1.3	-6
O=C1Nc2ccccc2C12NCCc1c2[nH]c2ccccc12 (centres undefined)	2%	i	9%	-18	i	-4%	-3.9	-2
CN1CCN(S(=O)(=O)c2cccc(C(=O)NC3CCCc4ccccc43)c2)CC1 (centres undefined)	-1%	i	-9%	2	-8%[57.5 µM]	1%	-0.1	6
O=C(Nc1c2c(nn1-c1ccc([N+](=O)[O-])cc1)CS(=O)(=O)C2)c1cccs1	0%	i	2%	-12	-81%[inhibitor]	0%	2.0	2
CCCc1cc(C(=O)Nc2ccn(Cc3ccc(C)cc3)n2)no1	-2%	i	0%	3	-18%	-19%	-4.8	15
CC(C)Cc1nnc(NC(=O)CCC(=O)NC2CCCC2)s1	-1%	/	2%	1	-1%	7%	-2.8	14
COc1ccc(S(=O)(=O)NCc2cc(=O)n(C)c(=O)n2C)cc1F	-1%	i	-3%	6	-8%	1%	-1.1	1
Cc1sc2nc(CN3CCCCC3)nc(Nc3ccc4c(c3)OCCO4)c2c1C	2%	i	13%	1	i	-4%	-2.5	-2
CCCCN1CNC(=S)N(c2cc(C)ccc2C)C1	-6%	i	1%	3	-5%[57.5 µM]	18%	1.5	-12
Cc1cccc(Nc2ncccc2C(=O)O)c1C	1%	i	0%	-5&6	-26%	15%	-1.9	-2
NC(CCc1ccccc1)c1csc(Nc2ccc(C(F)(F)F)cn2)n1 (centres undefined)	/	i	12%	-12	-7%	16%	-3.3	0
CCOc1ccc(-c2csc(NC(=O)c3cccc(N4C(=O)CCC4=O)c3)n2)cc1	3%	i	-12%	15	-6%	-1%	1.2	29
COc1ccc(CCC(=O)NNC(=O)Nc2ccc(C(C)C)cc2)cc1	2%	i	7%	-3	-10%	1%	-2.2	-9
Cc1ccc2sc(N3CCN(CCNC(=O)c4ccco4)CC3)nc2c1C	0%	i	-6%	-25	-34%[inhibitor]	-5%	-0.5	-15
COc1ccccc1CNc1nc2cc(-c3ccccc3C)sc2c(=O)n1C	/	i	4%	7	-2%	4%	2.2	-2
COc1ccc(C2=CSC3=NNC4(CCCCC4)NN23)cc1	-10%	i	12%	5	-21%	-4%	-2.2	-11
O=C(COC(=O)c1ccc(OC(F)F)cc1)NCCCN1CCCC1=O	2%	i	19%	-4	i	9%	-2.1	-1

Reprinted from the part before: 2 entries, then new ones.
Compound	MmCpn inh	pAkt inh	EPAC2 ag	DRD3 agonist	PTHR1 ag	EPAC2 antagonist	CCT modulator	DRD3 antagonist
COc1ccc(C2=CSC3=NNC4(CCCCC4)NN23)cc1	-10%	i	12%	5	-21%	-4%	-2.2	-11
O=C(COC(=O)c1ccc(OC(F)F)cc1)NCCCN1CCCC1=O	2%	i	19%	-4	i	9%	-2.1	-1
Cc1cccc(-c2c3c(=O)n(C)c(=O)n(C)c3c3cccnn23)c1	1%	i	-45%[inhibitor]	-3	i	4%	-0.5	1
O=C(CN1C(=O)CCC1=O)Nc1ccc(Cc2ccc(NC(=O)CN3C(=O)CCC3=O)cc2)cc1	0%	i	2%	7	-54%[inhibitor]	0%	0.3	6
O=C(CC12CC3CC(CC(C3)C1)C2)Nc1ccc(C(=O)O)cc1	0%	i	10%	-7	-11%	-2%	-2.4	2
Cc1cc(N2CCN(C3CCCCC3)CC2)nc2cccc(O)c12	1%	i	9%	-10	18%	-2%	-3.6	-84*
O=S(=O)(c1cccc2nsnc12)N1CCc2ccccc21	-4%	i	-3%	12	-24%	8%	0.2	12
COc1ccc(/C=N/Nc2nncn2N)cc1Br	0%	i	13%	-10	-2%	8%	-0.5	-19
CC(C)CC1NC(=O)N(Cc2nc3ccccc3s2)C1=O (centres undefined)	1%	i	3%	-7	i	0%	-6.1	-18
CN(CCC#N)C(=O)CSc1nnc(-c2ccco2)n1N	1%	i	-4%	5	i	-3%	-2.4	12
c1ccc(-c2cc3c(N4CCOCC4)ncnc3s2)cc1	-10%	i	7%	5	-5%[57.5 µM]	-3%	0.0	39
Cc1ccccc1NC(=O)c1sc2nc3c(c(-c4ccco4)c2c1N)CCCC3	-4%	/	17%	-2	i	1%	0.7	-29
CN=C(Nc1cc(C)nn1-c1ccccc1)c1ccccc1	-4%	i	14%	-18	17%	1%	-5.2	-23
CCc1nc(SCc2ccc(C(=O)OC)o2)c2c(=O)n(C)c(=O)n(C)c2n1	3%	i	4%	8	-8%	-11%	0.8	44
O=C(CCSc1ccccc1)N1CCOCC1	2%	i	10%	-1	i	-12%	1.1	1
O=C(Nc1ccc(Cl)cc1)Nc1nc(-c2ccccc2)cs1	-1%	i	10%	-3	-61%[inhibitor]	10%	-1.7	5
CCS(=O)(=O)Nc1ccc2[nH]c(=O)[nH]c2c1	1%	i	-2%	-3	i	6%	-3.9	-24
Cc1ccnc(N2CCC(C(=O)Nc3ccc4c(c3)OCO4)CC2)n1	-1%	i	-6%	-1	i	-7%[57.1 µM]	1.2	?
N#Cc1ccc(S(=O)(=O)N2CCCN(c3nc4ccc(Cl)cc4s3)CC2)cc1	6%	i	-8%	-5	-41%	-4%	-0.2	10
COc1ccccc1-n1c(SCC(=O)O)nc2c(sc(=S)n2-c2ccc(Cl)c(C)c2)c1=O	1%	i	-1%	-8	-15%	?	-1.9	14
CC1CCCCN1CCCn1c(=S)[nH]c2ccccc2c1=O (centres undefined)	-1%	i	5%	-12	i	8%	0.2	57
O=C(/C=C/c1ccc(Cl)cc1)NC1CC2CCC1C2 (centres undefined)	2%	i	4%	-11	-83%[inhibitor]	-7%	0.3	-14
COc1ccc(N2CCN(C(=O)CCc3nc(-c4ccc(C)cc4)no3)CC2)cc1	-1%	i	-1%	2	-33%[inhibitor]	-4%	-5.5	9
COc1cc(C(=O)NNC(=O)Nc2ccc([N+](=O)[O-])cc2)cc(OC)c1OC	0%	i	0%	-3	i	-8%	0.0	8
COc1ccc(N=C/C=C2/C=C(c3ccccc3)OC(C)(C)O2)cc1	0%	i	-11%	10	-23%	1%	-2.7	-13
